From PubChem
H9c2 TAG inh: reduces triacylglycerol accumulation in H9c2 cells; hit rate 0.66% among 230,000; inhibition, % at 12.5 µM; AID 651582; Nile Red lipid (TAG) fluorescence; cells loaded with 200 µM oleic acid;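 active = pattern-corrected inhibition of lipid staining of at least 50% with the nuclear-stain viability signal not falling by more than 50%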;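 note: 0% = DMSO wells and 100% = triacsin C control wells; some results filed as inactive read as strong as hits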
H9c2 TAG inh DAPI viability: recorded beside H9c2 TAG inh, whose call it bears; DAPI nuclei signal change (viability), lower = more cytotoxic, %;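 whole-well DAPI fluorescence read on a plate reader as a viability signal; minus 50 percent equals half of cells still viable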
Active calls of the source: *.

SMILES	H9c2 TAG inh	H9c2 TAG inh DAPI viability
Cc1ccccc1C(=O)NC(=S)Nc1cccc(NC(=O)C(C)C)c1	-21	9
COc1cc(C2NC(=O)NC(C)=C2[N+](=O)[O-])cc(OC)c1OC (stereo not given)	3	0
Cc1cc(C(=O)N2CCN(c3ccccc3Cl)CC2)c(C)o1	-6	32
COc1ccccc1C(=O)O[C@H]1[C@H](Cc2ccccc2)NS(=O)(=O)[C@H]2C[C@@H]3C=C[C@]12O3	21	4
O=C1CC(C2CCCO2)C(=O)N1c1ccc(Cl)c(Cl)c1 (stereo not given)	2	8
CCCCn1c(N)c(N(CCOC)C(=O)c2oc3ccc(OC)cc3c2C)c(=O)[nH]c1=O	2	6
O=C(NCc1ccc2c(c1)OCO2)C(=O)NCC1OCCN1S(=O)(=O)c1ccc(Br)cc1 (stereo not given)	40	-9
N#CC1CC(c2ccc([N+](=O)[O-])cc2)=NN1c1ccc([N+](=O)[O-])cc1 (stereo not given)	-9	9
C=CCC1[C@H](C)[C@H]2[C@@H]3CC[C@@H](C3)[C@H]2CN1S(=O)(=O)c1ccc(C)cc1 (stereo not given in full)	-15	-6
CC1CCN(C(=O)Cn2c(=O)n(Cc3ccc4c(c3)OCO4)c(=O)c3ccccc32)CC1	2	-2
O=C(CN1CCCC1c1ccc2c(c1)OCCO2)NC(=O)Nc1ccccc1F (stereo not given)	7	1
C=CCN=C1S/C(=C\c2ccc(Cl)cc2)C(=O)N1CC=C	-2	-8
CCCN(CC1CC1)C(=S)Nc1ccc(C(C)=O)cc1	-24	1
COCCN1CC(=O)N(c2cccc(C)c2C)C(c2ccc(Cl)cc2)C1=O (stereo not given)	8	2
NS(=O)(=O)c1cccc(NC(=O)CSc2nnc(-c3ccccc3F)n2C2CC2)c1	8	-2
COc1ccc(CCNC(=O)CSc2ccc3nnc(CCNC(=O)c4ccccc4)n3n2)cc1OC	5	2
Cc1cc(C(F)(F)F)nn1CC(=O)N1CCCCC1C (stereo not given)	-8	-14
O=S(=O)(c1ccc(Cl)cc1)N1CCCN(c2ccc(C(F)(F)F)cn2)CC1	-20	2
O=C(COC(=O)c1cnccn1)Nc1ccccc1-c1ccccc1	7	-9
O=C(Nc1ccccc1)N1CCN(c2ncccn2)CC1	15	-4
COCCNc1nnc(SCC(=O)NC2CCCCC2)s1	3	-3
CCc1[nH]nc(C(=O)N2CCCC(Nc3ccc(C(C)C)cc3)C2)c1C (stereo not given)	-2	-5
COC(CNC(=O)CSCc1nc(-c2ccc(SC)cc2)oc1C)OC	6	-4
O=C(CCSCc1ccccc1Cl)NCc1ccco1	-3	-5
CCNC(=O)/N=C1/NC(=O)C(C(C)C)O1 (stereo not given)	-2	3
CCOC(COC(=O)c1ccccc1C(=O)O)c1ccccc1 (stereo not given)	5	2
CSc1ccc(/C=N/NC(=O)CN2CCN(Cc3ccc(Cl)cc3)CC2)cc1	-5	13
Cc1occc1-c1nnc(SCC(=O)NCCc2ccccc2)o1	-6	-7
N#Cc1ccc(CN2CCN(C(=O)CCNS(=O)(=O)c3ccc(F)c(F)c3)CC2)cc1	-16	6
O=C(CCCSc1ccccc1)Nc1nc(-c2ccccn2)cs1	-1	-4
O=C(O)c1cccc(NC(=O)C2CC(=O)N(Cc3ccccc3)C2)c1 (stereo not given)	6	-5
COc1ccc(C2C(C(=O)c3sc(C)nc3C)=C(O)C(=O)N2CCN(C)C)cc1OC (stereo not given)	-5	6
COc1ccc(NC(=O)c2nnn(Cc3cccc(F)c3)c2N)c(OC)c1	-18	3
Cc1ccc(NC(=O)CN(C)C(=O)COC(=O)/C=C/c2cccs2)cc1	7	-3
CCN(CC(=O)Nc1cccc(OC)c1)C(=O)C1CCN(C(=O)Nc2ccccc2)CC1	43	0
O=C(c1cscn1)N1CCCC(N2CCN(c3ccc(F)cc3)CC2)C1 (stereo not given)	8	2
CCc1cccc(NC(=O)Cn2c(=O)oc3cc(S(=O)(=O)N4CCOCC4)ccc32)c1	-23	10
CN(C)C(=O)CSc1nnc(-c2ccncc2)n1Cc1ccco1	-6	4
CCn1c(SCC(=O)c2c[nH]c3ccccc23)nnc1-c1cccs1	-12	1
CC1CC(C)CN(CCCNC(=O)c2ccc3c(SCC(=O)O)c4c(nc3c2)CCC4)C1 (stereo not given)	-1	-2
CCN(CCn1cccn1)C(=O)c1cc(COc2ccc(F)cc2Cl)on1	6	-4
Cc1ccc(S(=O)(=O)N(C)C)cc1NC(=S)N(CCC#N)Cc1cccnc1	3	-4
CN(C)CCNC(=O)Nc1cccc(Cl)c1Cl	9	-1
Cc1ccc(S(=O)(=O)N2C[C@]3(O)C[C@@H]4C(=O)N(c5ccccc5)C(=O)[C@@H]4C[C@]3(OC(=O)NC3CCCC3)C2)cc1	-2	5
CC(=O)Cc1nsc(NC(=O)c2oc(-c3ccccc3Cl)cc2C)n1	8	2
CCC(=O)N1CCCC(C(=O)NS(=O)(=O)c2cc(C)c(Cl)cc2C)CC1 (stereo not given)	6	-6
Cc1cc(C)cc(NC(=O)C2CCN(S(=O)(=O)c3c(C)n[nH]c3C)CC2)c1	-2	13
O=C(N/N=C/c1ccc([N+](=O)[O-])cc1)c1ccccc1OCc1ccccc1	-5	-18
COc1ccc(C2C(C(C)=O)=C(O)C(=O)N2c2nccs2)c(OC)c1 (stereo not given)	6	-6
COc1ccc(-c2csc(N3CCC(C(N)=O)CC3)n2)cc1	15	-8
NC(=O)COC(=O)CC12CC3CC(CC(C3)C1)C2	-9	5
CCN(C(C)=O)c1cccc2ccccc12	8	-10
CCOC(=O)Cc1ccc(NC(=O)c2ccccc2Br)cc1	3	-2
O=C(NC1CCCCC1)c1ccc(-c2ccccc2)cc1	6	-4
Cc1ccc(C2(C)NC(=O)N(CC(=O)Nc3ccc(N4CCOCC4)cc3N3CCOCC3)C2=O)cc1 (stereo not given)	-11	4
CCOC(=O)c1[nH]ncc1CN1CCC(Cc2cccc(OC)c2)(C(=O)OCC)CC1	4	-11
COc1cc(C(=O)OCc2ccccc2C#N)ccc1OCC(=O)N1CCOCC1	-11	-7
OC[C@H]1O[C@H](c2nc(-c3nc(-c4cccc(-n5cccc5)c4)no3)cs2)C[C@@H]1O	5	0
O=CC1=C(N2CCOCC2)/C(=C\c2ccccc2)CC1	9	4
Cn1c(SCC(=O)N2CCc3ccccc32)nnc1C1CC1	6	-7

(continued)
SMILES	H9c2 TAG inh	H9c2 TAG inh DAPI viability
CCOc1cccc(C2C(C(=O)c3ccc(C)o3)=C(O)C(=O)N2CCCn2ccnc2)c1 (stereo not given)	-4	4
CCCN(CC(=O)Nc1ccccc1OC)C(=O)CSc1nc(C)cc(C)n1	0	-2
Cc1ccc(C(=O)N2CCN(c3ccc(Cl)cc3)CC2)cc1	11	-6
O=C(COC(=O)C1CCC(=O)N1)Nc1ccc(Br)cc1 (stereo not given)	-9	-1
Cn1cnc([N+](=O)[O-])c1S(=O)(=O)c1cccc(Cl)c1	42	-36
CCOC(=O)C1=CN(Cc2cccc(F)c2)S(=O)(=O)N(CC)C1c1cccc(OC)c1 (stereo not given)	2	-7
O=C(CSCc1ccccc1)Nc1ccc2c(c1)C(=O)NC2=O	-3	12
Cc1ccc(CCNC(=O)C2CCN(S(=O)(=O)c3cccc4nonc34)CC2)cc1	21	-5
CCOc1ccc(CN2CCN(CCCc3ccccc3)CC2CCO)cc1 (stereo not given)	-11	8
COc1ccc(C(=O)O/N=C(\N)Cc2ccc([N+](=O)[O-])cc2)c(OC)c1	-27	-16
O=C(Nc1ccccc1)Nc1nnc([C@@H]2C[C@H](O)[C@@H](CO)O2)s1	3	-7
Cc1noc(C)c1COc1ccc(C(=O)NCCc2ccccn2)cc1	9	-6
CNC(=O)CSc1nnc(C2CC2)n1-c1ccccc1	4	-6
O=C(OCc1nnc(-c2ccccc2)o1)c1cc(S(=O)(=O)N2CCOCC2)c(Cl)cc1Cl	-3	2
O=c1cc(CNCCCO)c2ccccc2[nH]1	4	-5
COC(=O)C1C(c2ccccc2)NC(=O)NC1(O)C(F)(F)Cl (stereo not given)	-6	-1
O=P(O)(O)COc1ccccc1P(=O)(c1ccccc1)c1ccccc1	7	-4
C=CCN1C(=O)c2ccc(C(=O)N3CCN(S(=O)(=O)c4cccc(F)c4)CC3)cc2C1=O	-2	6
O/N=C(/CCc1ccccc1)c1ccc2c(c1)OCCO2	-11	9
Cc1cc(N2CCN(C(c3ccccc3)c3ccccc3)CC2)n2ncnc2n1	-14	-17
Cc1c(C(=O)Nc2cccc(Cl)c2)c2ccccn2c1CCc1ccncc1	-3	37
CCOc1cccc(/C(O)=C2/C(=O)C(=O)N(CCOC)C2c2ccco2)c1 (stereo not given)	-16	22
O=C(NCC1CCCO1)c1cccc(NC(=O)c2ccco2)c1 (stereo not given)	12	-18
CCN(CC)S(=O)(=O)c1cc(NC(=O)COC(=O)CCC(=O)c2cccs2)ccc1C	5	-13
C[C@]12CC[C@H](O)CC1=CCC1C2CC[C@@]2(C)C1CC[C@@H]2NC(=O)[C@@H](N)Cc1cnc[nH]1 (stereo not given in full)	-4	6
Cc1cccc(NC(=O)c2cccc(NC(=O)c3ccco3)c2)c1	12	3
Cc1cc(C)c2nc3sc(C(=O)N4CCOCC4)c(N)c3cc2c1	44	-22
CCOC(=O)Cn1nc(C)c(NC(=O)COc2ccc([N+](=O)[O-])c(C)c2)c1C	-14	1
Cc1ccccc1C(=O)N1CCC(C(=O)NCc2ccc(Cl)cc2)CC1	-4	-8
CC1(C(=O)NS(=O)(=O)c2cccc(OC(F)F)c2)CCN1C(=O)Cc1ccsc1 (stereo not given)	-9	10
Cc1ccc(NC(=O)c2ccc(OC(=O)COc3ccc(Cl)c(C)c3)cc2)cc1	5	5
COc1ccc2cc(C#N)c(N3CCN(Cc4nnnn4CCC(C)C)CC3)nc2c1	1	-6
CC1(C)C(=O)Nc2ccccc2N1C(=O)COc1cc(Cl)ccc1Cl	-15	3
CC(C)OC(=O)CSc1nc2ccccc2s1	-17	1
CCCC(C)C(=O)Nc1nc(C)c(-c2csc(Nc3cc(Cl)ccc3C)n2)s1 (stereo not given)	-2	9
CCN(C(=O)CSc1nnc(-c2cccs2)o1)C1CCS(=O)(=O)C1 (stereo not given)	22	-3
CCOC(=O)c1c(NC(=O)CSc2nnc(CNc3ccc(OC)cc3)n2C)sc(C)c1C	-12	-1
C=CCn1c(C)cc(/C([O-])=C(/C(=S)Nc2ccc(OC(F)F)cc2)[n+]2ccc(N(C)C)cc2)c1C	0	-1
COc1ccc(Cl)cc1NC(=S)NNC(=O)c1cccnc1	10	2
COC(=O)[C@]1(C)N[C@H](CN(C)C(=O)Nc2ccccc2)[C@@H]2C(=O)N(Cc3ccccc3)C(=O)[C@@H]21	-15	8
COc1ccc2c(c1)O[C@@]1(CCCC[C@@H]1C)CC2=O	-8	10
Cc1ccc(COC(=O)CN2C(=O)NC3(CCCCC3C)C2=O)cc1 (stereo not given)	5	5
O=C(Nc1ccccc1OC(F)F)c1ccc(F)cc1	-3	-2
CCOC(=O)C1=C(C)N=C2c3ccccc3C(=O)C2C1c1ccc(C)cc1 (stereo not given)	-89	-10
CCCS(=O)(=O)NC(=O)C1(C)CCCN(C(=O)c2ccc3ccccc3n2)C1 (stereo not given)	9	-3
CCOC(O)[C@H]1N[C@@H](c2ccc(Cl)cc2)[C@@H]([N+](=O)[O-])[C@@H]1c1ccccc1 (stereo not given in full)	-9	0
O=C(c1ccc(S(=O)(=O)N2CCCCC2)cc1)N1CCc2ccccc2C1	23	-19

Compounds listed so far that contain two or more sulfur atoms, in the order listed:
SMILES	H9c2 TAG inh	H9c2 TAG inh DAPI viability
NS(=O)(=O)c1cccc(NC(=O)CSc2nnc(-c3ccccc3F)n2C2CC2)c1	8	-2
COCCNc1nnc(SCC(=O)NC2CCCCC2)s1	3	-3
COC(CNC(=O)CSCc1nc(-c2ccc(SC)cc2)oc1C)OC	6	-4
O=C(CCCSc1ccccc1)Nc1nc(-c2ccccn2)cs1	-1	-4
CCn1c(SCC(=O)c2c[nH]c3ccccc23)nnc1-c1cccs1	-12	1
Cc1ccc(S(=O)(=O)N(C)C)cc1NC(=S)N(CCC#N)Cc1cccnc1	3	-4
CCN(CC)S(=O)(=O)c1cc(NC(=O)COC(=O)CCC(=O)c2cccs2)ccc1C	5	-13
CC1(C(=O)NS(=O)(=O)c2cccc(OC(F)F)c2)CCN1C(=O)Cc1ccsc1 (stereo not given)	-9	10
CC(C)OC(=O)CSc1nc2ccccc2s1	-17	1
CCCC(C)C(=O)Nc1nc(C)c(-c2csc(Nc3cc(Cl)ccc3C)n2)s1 (stereo not given)	-2	9
CCN(C(=O)CSc1nnc(-c2cccs2)o1)C1CCS(=O)(=O)C1 (stereo not given)	22	-3
CCOC(=O)c1c(NC(=O)CSc2nnc(CNc3ccc(OC)cc3)n2C)sc(C)c1C	-12	-1

An excerpt. The share of hits here may be higher or lower than overall.
